Pf growth 48h: Primary qHTS for delayed death inhibitors of the malarial parasite plastid, 48 hour incubation | Potency, µM (highest dose often 28.7 µM), for the others: at the top dose activity change, negative = inhibition, actives largely listed as inhibitors | 5.9% of 310,000 active | P. falciparum luciferase growth in erythrocytes, 48 h; further: potency means the concentration at half of the fitted maximal effect; on the % scale 0 is the no-effect control and ±100 the full control effect
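Read-out is firefly luciferase luminescence from an integrated reporter in P. falciparum, so falling signal marks reduced parasite growth. Infected erythrocytes were at 2% hematocrit and 0.1% parasitemia (final) in Albumax-supplemented RPMI 1640.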
LmPK inhibitor: qHTS Assay for Inhibitors of Leishmania Mexicana Pyruvate Kinase (LmPK) | Q27686 | purified LmPK, Kinase-Glo ATP luminescence, 1 h | Potency, µM (top dose mostly 57.5 µM), for inactives: at the top dose activity change, negative = inhibition, actives largely listed as inhibitors | 0.37% of 290,000 active; further: potency means the concentration at half of the fitted maximal effect; on the % scale 0 is the no-effect control and ±100 the full control effect
Target sequence (Q27686 whole entry, looked up): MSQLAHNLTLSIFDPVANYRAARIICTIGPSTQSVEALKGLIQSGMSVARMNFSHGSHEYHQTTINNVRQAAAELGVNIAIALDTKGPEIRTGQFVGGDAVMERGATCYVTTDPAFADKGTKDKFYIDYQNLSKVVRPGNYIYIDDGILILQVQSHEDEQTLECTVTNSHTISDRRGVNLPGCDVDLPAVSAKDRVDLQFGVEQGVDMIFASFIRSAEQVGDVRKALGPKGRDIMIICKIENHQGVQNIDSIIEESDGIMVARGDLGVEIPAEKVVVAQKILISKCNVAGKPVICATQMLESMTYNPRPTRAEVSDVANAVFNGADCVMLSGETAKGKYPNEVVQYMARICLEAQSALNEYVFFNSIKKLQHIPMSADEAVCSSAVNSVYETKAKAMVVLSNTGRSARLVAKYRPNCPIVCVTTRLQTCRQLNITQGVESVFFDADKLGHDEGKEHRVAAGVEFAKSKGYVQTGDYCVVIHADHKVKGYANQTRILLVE
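0.1 nM LmPK, 0.5 mM PEP, 0.1 mM ADP; 50 mM imidazole pH 7.2, 7 mM MgCl2, 50 mM KCl; 1 h RT. Kinase-Glo luminescence readout, normalized to no-enzyme (full inhibition) and uninhibited wells.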
Pf growth 96h: Primary qHTS for delayed death inhibitors of the malarial parasite plastid, 96 hour incubation; P. falciparum luciferase reporter growth, 96 h; Potency, µM (highest dose often 28.7 µM), inactives show top-dose activity change, negative = inhibition, actives largely listed as inhibitors; 6.9% of 320,000 active; further: potency means the concentration at half of the fitted maximal effect; on the % scale 0 is the no-effect control and ±100 the full control effect
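96 h incubation, 37 C, 5% CO2, of luciferase-reporter P. falciparum-infected RBCs (2% hematocrit, 0.05% parasitemia final) with test compounds; endpoint luminescence.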
TbPYK inhibitor: qHTS of Trypanosoma Brucei Inhibitors; Potency, µM (highest dose often 76.8 µM), without a hit: top-dose activity, negative = inhibition, most hits filed as inhibitors; TbPYK enzyme, Kinase-Glo Plus ATP luminescence, 45 min; pyruvate kinase (Trypanosoma brucei), Q57TT1; 0.12% of 410,000 active; further: potency means the concentration at half of the fitted maximal effect; on the % scale 0 is the no-effect control and ±100 the full control effect; nearly all actives have a fitted effect of over 50% in size
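In this concentration-response screen, enzyme-free wells defined baseline while DMSO plates tracked drift. Each reaction combined TbPYK, substrate, compound and 130 uM ADP for 45 min at room temperature. Kinase-Glo Plus luminescence gave the signal.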
AMA1 RON2 block: qHTS for Inhibitors of AMA1-RON; Towards Development of Antimalarial Drug Lead: Primary Screen; Plasmodium falciparum AMA1 (3D7) - RON2 peptide interaction; AlphaScreen AMA1-biotinylated RON2 peptide binding; Potency, µM (top dose mostly 58.2 µM), for the others: at the top dose activity change, negative = inhibition, hits mostly inhibitors; 0.2% of 360,000 active;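 further: potency means the concentration at half of the fitted maximal effect; 0% = vehicle wells and -100% = peptide control; nearly all actives have a fitted effect of over 45% in size; some results filed as inactive show a strong effect at the top dose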
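AMA1 (3D7) with his tag at 25 nM final met compounds first, then biotinylated RON2 peptide at 25 nM; detection used donor plus acceptor beads, 10 µg/mL apiece, read by AlphaScreen after 30 min at room temperature.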
Shiga inhibitor: A qHTS for Small Molecule Inhibitors of Shiga Toxin | Vero cells, Shiga toxin protein synthesis inhibition reporter | inhibition, % at 38.7 µM | 9.2% of 290,000 active | AID 2315, 2010; in the data active means inhibition mostly above about 28%, no sharp cut-off; inactive means mostly below about 43%; further: 0% is about no effect
Cycloheximide cs: Cycloheximide Counterscreen for Small Molecule Inhibitors of Shiga Toxin. cell reporter, cycloheximide protein synthesis inhibition counterscreen. max response, %. 12% of 300,000 active. AID 2314, 2010; in the data active means max response mostly above about 13%, no sharp cut-off; inactive means mostly below about 14%; further: read at 38.3 µM for the half of the compounds with a filed dose; 0% is about no effect
* marks the source's active call; other numbers are inactive results; i = inactive; ? = inconclusive; . = not tested or not shown; & = joins results of further samples; [ ] = dose if it differs, or a comment. Unless noted, the call rests on the fitted dose curve; in most records, active means well fitted curve in the direction sought with a large enough effect; inconclusive means small, poorly fitted or top-dose-only effect, or another doubt; inactive means no such curve, though single readings can be large; an effect the other way counts as inactive or inconclusive. The order is random; about 21% have a hit in one of these screens.

Every second line gives: Shiga inhibitor	Pf growth 48h	AMA1 RON2 block	Cycloheximide cs	LmPK inhibitor	Pf growth 96h	TbPYK inhibitor
Cc1c(Cl)cccc1NC(=S)N(CCN(C)C)C(C)c1ccco1 (centres undefined)
  1	?	-5%	-2	7%	2%	0%
Cc1ccc(-n2ncc3c2CCCC3NC(=O)c2ocnc2C)cc1C (centres undefined)
  -10	-16%	-5%	5	-1%	31%[activator]	-7%
NC(=O)c1cccc(N=Cc2cc(Cl)cc(Cl)c2O)c1
  -10	?	7%	7	-2%	3%	-26%
Cc1cc(OCC(=O)OCC(=O)NCc2ccc3c(c2)OCO3)ccc1Cl
  .	-15%	-1%	.	.	3%	-4%
COc1ccc(OCC(=O)N/N=C(\C)c2cccs2)cc1
  -5	0%	-7%	-1	4%	20%	0%
Cc1nnc(SCCCCSc2nnc(C)c(=O)[nH]2)[nH]c1=O
  -8	-10%	-15%	1	-1%	0%	-6%
CC(C)C(NC(=O)CNC(=O)OC(C)(C)C)C(=O)NCc1ccc(Cl)cc1 (centres undefined)
  13	0%	14%	-5	-1%	6%	-4%
CNC(=S)N1N=C(c2ccc(OC)cc2)CC1c1ccc(N(C)C)cc1 (centres undefined)
  42	-28%	?	14	-1%	0%	-2%
CC1Cc2ccccc2C(=O)N1 (centres undefined)
  -11	11%	2%	-4	9%	24%	1%
Cc1ccc(Cn2c(=N)c(S(=O)(=O)c3ccc(Br)cc3)cc3c(=O)n4ccccc4nc32)cc1
  13	29%	-7%	4	0%	61%[activator]	-2%
Cn1cccc1Cc1nnc(SCC(=O)Nc2cccc(F)c2)n1CCc1ccccc1
  8	?	-7%	-2	-2%	-8%	-4%
COc1ccc(S(=O)(=O)N(C)CC(=O)N2CCC(C(N)=O)CC2)cc1
  -6	-3%	-5%	-3	-10%	.	-1%
Cc1cnc(C(=O)Nc2cc(S(=O)(=O)N3CCOCC3)ccc2N2CCN(C)CC2)cn1
  -20	-9%	-3%	-1	-5%	?	-9%
CCOC(=O)c1c(C)n(C)c2ccc(OC(=O)c3ccoc3)cc12
  -16	2%	-3%	-2	2%	?	-3%
O=C(O)Cc1csc(-c2cccc(F)c2)n1
  30	33%[activator]	-1%	7	2%	0%	-3%
CC(=O)Nc1nc(SCC(=O)NCc2ccc(F)cc2)[nH]c(=O)c1NC(=O)c1cccs1
  10	3%	-1%	3	2%	9%	3%
CCCCn1c(=O)[nH]c(=O)c2c1nc(-c1ccc(OC(F)F)c(OC)c1)n2C
  -4	17%	-9%	1	3%	-18%	1%
COc1ccccc1OCC(=O)OCn1c(SC)nnc(C)c1=O
  5	-11%	10%	-1	-1%	3%	-11%
Cc1ccc(C(=O)N/N=C/c2ccc(-c3ccc(Br)cc3[N+](=O)[O-])o2)o1
  25	9.3µM*	45%[activator]	18*	-6%	?	-8%
CCSc1nc2ccccc2n1C(=O)c1ccc(S(=O)(=O)N2CCCCC2)cc1
  35	12%	11%	2	4%	30%[activator]	-10%
CCOC(=O)N1CCN(S(=O)(=O)N2CCCC(C(=O)NCc3ccc(OC)cc3)C2)CC1 (centres undefined)
  -5	7%	-1%	-3	1%	0%	-1%
COc1ccc(N2C(=O)C3CCCN3C2c2ccc(F)cc2)cc1Cl (centres undefined)
  -6	?	-6%	0	1%	?	2%
CNC(=S)N(Cc1ccc(Cl)cc1)Cc1cccs1
  17	6%	-7%	-3	2%	-32%	12%
COc1ccc(Cl)cc1C(=O)Nc1ccccc1N1CCN(C)CC1
  -15	?	-17%	-4	-4%	-67%	6%
CCOC(=O)NC(=O)C(=CNc1ccccc1OC)C(=O)NC(=O)OCC
  -1	7%	4%	-2	0%	-1%	-3%
Cc1ccccc1/C=N/n1c(COc2ccccc2)n[nH]c1=S
  -5	27%	39%[activator]	-2	-1%	13%	1%
COc1ccc(NC(=O)C(Cc2ccccc2)n2cccc2)cc1OC (centres undefined)
  -9	?	-3%	-2	9%	?	10%&-4%
O=C(CNC(=O)c1ccccc1Cl)OCC(=O)N1CCc2ccccc21
  127*	287%[activator]	-1%	41*	-2%	213%[activator]	4%
COc1ccc(NC(=O)CCSCCc2ccccn2)cc1OC
  15	-3%	-3%	-8	1%	-9%	-20%
Cc1ccc(S(=O)(=O)NCCCNC(=O)c2ccccc2)cc1
  -6	3%	-5%	-1	0%	-7%	6%

Ordered by molecular weight (largest number first): 3 of the compounds above
Every second line gives: Shiga inhibitor	Pf growth 48h	AMA1 RON2 block	Cycloheximide cs	LmPK inhibitor	Pf growth 96h	TbPYK inhibitor
COc1ccc(Cl)cc1C(=O)Nc1ccccc1N1CCN(C)CC1
  -15	?	-17%	-4	-4%	-67%	6%
Cc1ccccc1/C=N/n1c(COc2ccccc2)n[nH]c1=S
  -5	27%	39%[activator]	-2	-1%	13%	1%
NC(=O)c1cccc(N=Cc2cc(Cl)cc(Cl)c2O)c1
  -10	?	7%	7	-2%	3%	-26%

Following part
Every second line gives: Shiga inhibitor	Pf growth 48h	AMA1 RON2 block	Cycloheximide cs	LmPK inhibitor	Pf growth 96h	TbPYK inhibitor
CCOC(=O)C1CSC(CC(=O)Nc2ccc(Cl)cc2)C(=O)N1 (centres undefined)
  -5	-28%	4%	-3	-3%	?	4%
COc1cc(C(N)=O)cc(Br)c1OC
  -4	12%	12%	-2	-1%	16%	3%
COC(=O)C1C(=O)NC(SC)=C(C#N)C1c1ccccc1 (centres undefined)
  39	2%	1%	2	-4%	?	4%
CCC1(c2ccc(F)cc2)NC(=O)N(CC(=O)Nc2cc(C)on2)C1=O (centres undefined)
  .	-5%	-2%	.	.	?	-1%
Nc1nonc1-n1nnc(C(=O)N/N=C/c2ccc(F)cc2)c1-c1ccc2c(c1)OCO2
  0	0.12µM*	35%[activator]	-2	0%	0.066µM*	6%
Cc1cc(C(=O)OCC(=O)Nc2ccc(S(N)(=O)=O)cc2)c2ccccc2n1
  -9	13%	2%	9	2%	61%[activator]	-4%
COc1ccc(-c2csc(-c3ccc(C(=O)O)cc3)n2)cc1
  61*	245%[activator]	-3%	27*	-9%	i	9%
CCc1nc2ccccc2c(C(=O)OCC(=O)NC(=O)c2cccn2C)c1C
  -7	-25%	-17%	0	1%	-4%	6%
CC1c2cccn2CCN1S(=O)(=O)c1ccc(F)cc1 (centres undefined)
  .	?	-6%	.	.	-17%	-2%
CC1(C)CC2(CC(C)(C)N1)OC(=O)N1CCc3ccccc3C12C (centres undefined)
  -9	33%[activator]	-3%	-1	-3%	-9%	-3%
O=C(c1ccc2ccccc2n1)N(CCO)Cc1ccccc1
  -10	-21%	3%	-3	-1%	3%	1%
CC(NC(=O)COC(=O)C1CCN(c2ccc(C(F)(F)F)cn2)CC1)c1ccc(Br)cc1 (centres undefined)
  -12	1%	12%	1	-12%	-9%	-17%
Cc1ccc(NC(=O)C(NCc2ccccn2)c2ccccc2)cc1 (centres undefined)
  101*	?	35%[activator]	37*	-1%	?	1%
CC(C)(CC(=O)O)Cc1nc(-c2ccc(Cl)cc2)no1
  21	.	-4%	6	2%	-23%	-2%
CCCn1c(SCC(=O)N2CCCC(C)C2)nnc1-c1cccnc1 (centres undefined)
  19	14%	5%	-1	0%	-2%	0%
O=C(/C=C\Nc1ccc2c(c1)OCO2)c1ccccn1
  -22	67%[activator]	-1%	-4	3.5µM*	?	-23%
O=C(O)C1Cc2ccccc2CN1C(=O)COc1ccc(Cl)cc1Cl (centres undefined)
  -11	4%	9%	0	0%	?	-3%
COc1ccc(CCNC(C)=O)cc1
  -11	.	12%	-1	0%	16%	3%
O=C(COC(=O)CNC(=O)c1cccc(Br)c1)Nc1nnc(-c2ccccc2)o1
  .	?	70%[activator]	.	.	-3%	9%
COc1cccc(NC(=S)NN=C2CCC(C(C)(C)C)CC2)c1 (centres undefined)
  40	32%[activator]	14%	10	-8%	0%	-19%
COc1ccc(S(=O)(=O)N(C)c2ccc(C(=O)N3CCCCC3)cc2)cc1
  -14	7%	1%	-2	0%	-10%	0%
COc1ccccc1CC(=O)N1CCCc2ccccc21
  -15	.	8%	-5	3%	-20%	1%
CCn1c(C)nc2cc(C#N)ccc21
  1	20%	-6%	5	-5%	34%[activator]	8%
O=C(NCCc1ccc(Cl)cc1)C1CCN(C(=O)N2CCOc3ccccc32)CC1
  -8	?	5%	2	4%	?	2%
COC(=O)Cc1c(C)c2ccc(OCC(=O)N3CCC(C)CC3)c(C)c2oc1=O
  26	?	-1%	-1	-5%	?	-2%
COc1cc(CNCC(C)C)cc(Br)c1OCC(=O)Nc1ccccc1
  -10	9.3µM*	-6%	-2	3%	10µM*	.
O=C(CCn1cccc1)NC1CCCc2ccccc21 (centres undefined)
  -14	6%	-9%	-3	0%	6.6µM*	0%
CCOn1c(=O)c(=O)n(OC)c2ccccc21
  -19	3%	-1%	-5	3%	17%	2%
N#Cc1cc(C(=O)c2cc(Br)ccc2O)cn(C2CC2)c1=O
  -20	?	-3%	-5	-1%	?	0%
Cc1ccc(S(=O)(=O)N2CCN(C(=O)CCn3cncn3)CC2)cc1C
  11	36%[activator]	-9%	-3	-7%	3%	-5%
O=C(NCc1ccccc1Cl)C1CCN(C(=O)c2sccc2-n2cccc2)CC1
  12	?	-11%	6	4%	?	0%
CC(=O)c1ccc(N2CCN(C(=O)CNS(=O)(=O)c3ccc4c(c3)OCCCO4)CC2)c(F)c1
  .	?	2%	.	.	?	5%
Cc1ccc(NC(=S)N2CCC(NC(=O)c3ccco3)CC2)cc1C
  23	-17%	-2%	-2	-4%	1%	-3%
COc1c(N2CCN(C(=S)Nc3ccc(F)cc3)C(C)C2)c(F)cc2c(=O)c(C(=O)O)cn(C3CC3)c12 (centres undefined)
  -6	?	-8%	-2	-2%	?	-9%
CC12CC3CC(C)(C1)CC(C(=O)Nc1nncs1)(C3)C2
  -6	9%	-10%	1	-2%	0%	-4%
CC(/C=N/NC(=O)c1nnn(-c2nonc2N)c1CN(C)C)=C\c1ccco1
  1	?	73%[activator]	0	1%	-2%	-1%
Cc1ccc(CNC(=O)c2ccc(N3CCc4ccccc43)c([N+](=O)[O-])c2)cc1
  30	-21%	?	13	0%	?	-1%
CCOC(=O)C(C)On1c(-c2ccc(Cl)cc2)nc2ccc([N+](=O)[O-])cc21 (centres undefined)
  129	-8%	-19%	33	7%	.	-7%
COc1cccc(OC)c1-c1nn2c(-c3ccccc3Cl)nnc2s1
  25	.	6%	-2	9%	?	3%
CN(CC(=O)NC(=O)NCc1ccccc1)Cc1ccc(Cl)c(Cl)c1
  16	29%	-19%	5	0%	54%[activator]	-12%

Screening data as filed in PubChem.
